Screening data: PubChem, several laboratories
Runt-CBFb FRET = blocks binding of human RUNX1 Runt domain to CBFb; Q01196+Q13951; Cerulean-Runt/Venus-CBFb FRET ratio 530/480, 1 h; inhibition, % at 20 µM; actives 0.46% (n = 220,000);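 active = inhibition over about 50% at 20 µM in the single-dose screen, limit read from the data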;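 also: 0% = DMSO wells and 100% = excess unlabeled CBFb competitor control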
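System: Cerulean-labeled Runt domain protein | Quantity: 100 nM of each labeled protein | Schedule: 1 h compound exposure, room temperature | Detection: Fluorescence energy transfer, 422 nm excitation, 530/480 nm emission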
NPY-Y2 PAM-ag = potentiators or agonists of human neuropeptide Y receptor Y2 | cells expressing NPY-Y2, potentiator/agonist read-out | activation, % at 3.6 µM | actives 0.45% (n = 220,000) | AID 1359; in the data active = activation above about 27%;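 also: cells stimulated with NPY near EC25 plus isoproterenol at EC100; 0% = vehicle plus submaximal agonist and 100% = vehicle plus saturating agonist; some results beyond the cut were filed as inactive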
NPY-Y1 antag = antagonists of human neuropeptide Y receptor Y1. actives 1% (n = 200,000). P25929. AID 1040. HEK293-CNG Y1 cells, membrane potential fluorescence; NPY at EC95, then isoproterenol. inhibition, % at 3.6 µM;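 active = inhibition above the campaign mean inhibition of all tested compounds plus 3 SD, cut at about 20% in these data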;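 also: 0% = DMSO wells given NPY plus isoproterenol and 100% = isoproterenol alone without NPY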
Target sequence (P25929 whole entry, looked up): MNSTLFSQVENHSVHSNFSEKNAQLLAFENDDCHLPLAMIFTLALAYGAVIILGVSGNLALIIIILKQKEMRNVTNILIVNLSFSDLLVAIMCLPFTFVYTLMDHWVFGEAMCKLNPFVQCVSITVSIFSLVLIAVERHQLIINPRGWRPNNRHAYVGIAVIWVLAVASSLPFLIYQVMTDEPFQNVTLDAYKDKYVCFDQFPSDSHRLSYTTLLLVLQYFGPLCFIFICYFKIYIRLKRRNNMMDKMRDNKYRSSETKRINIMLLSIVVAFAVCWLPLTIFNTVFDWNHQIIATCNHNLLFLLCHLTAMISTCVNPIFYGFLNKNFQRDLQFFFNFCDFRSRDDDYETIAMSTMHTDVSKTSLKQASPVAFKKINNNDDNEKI
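Test system: HEK293 cells co-expressing NPY Y1 receptor and cyclic-nucleotide gated channel; Also added: NPY (25 nM), isoproterenol (1 µM), Ro 20-1724 (25 µM); Compound dosing: one concentration, 3.6 µM, in 0.4% DMSO; Timing: dye 3 h, compound 60 min room temperature, stimulation 45 min; Technique: Membrane-potential fluorescent dye readout.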
Ba/F3 V617F tox = reduce viability of Ba/F3 cells dependent on JAK2V617F | Ba/F3 EpoR-JAK2V617F viability, ATP luminescence | inhibition, % at 5.6 µM | actives 1.1% (n = 220,000) | AID 1446;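 active = inhibition above the campaign mean plus 3 SD over all tested compounds, cut at about 24% in these data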;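 also: cytokine-independent growth of Ba/F3 cells driven by EpoR plus mutant JAK2; 0% = DMSO-treated cells and 100% = JAK inhibitor I control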
BaF3 parental = counter-screen for JAK2V617F inhibitors: parental Ba/F3 viability inhibitors; CellTiter-Glo ATP luminescence; inhibition, % at 5.6 µM; actives 1.1% (n = 220,000);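 active = inhibition above a per-campaign cutoff, the mean inhibition of all tested compounds plus 3 SD, cut at about 27% in these data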;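 also: 0% = DMSO wells and 100% = JAK Inhibitor I control wells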
S1P4 ag = human S1P4 receptor agonism; S1P4-expressing cell line, agonist reporter assay; actives 0.35% (n = 220,000); activation, % at 4.98 µM; AID 1509; in the data active = activation above about 11%;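 also: 0% = DMSO vehicle and 100% = reference agonist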
Target sequence (O95977 whole entry, looked up): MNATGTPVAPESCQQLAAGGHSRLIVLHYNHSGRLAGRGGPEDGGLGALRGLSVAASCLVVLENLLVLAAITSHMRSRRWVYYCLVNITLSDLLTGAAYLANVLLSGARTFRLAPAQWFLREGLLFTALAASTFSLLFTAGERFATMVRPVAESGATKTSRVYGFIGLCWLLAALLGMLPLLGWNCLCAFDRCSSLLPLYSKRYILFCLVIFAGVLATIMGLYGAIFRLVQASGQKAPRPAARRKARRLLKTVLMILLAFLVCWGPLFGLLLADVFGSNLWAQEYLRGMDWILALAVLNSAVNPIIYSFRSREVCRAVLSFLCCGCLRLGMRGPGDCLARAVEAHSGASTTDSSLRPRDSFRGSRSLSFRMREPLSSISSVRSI
S1P4 antag = human S1P4 receptor antagonism; O95977; S1P4-expressing cells, antagonist mode, reporter read-out; inhibition, % at 4.98 µM; actives 0.26% (n = 220,000); AID 1510; in the data active = inhibition above about 29%;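 also: 0% = wells stimulated with agonist and 100% = vehicle wells without agonist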
NPY1 pot ag = human NPY-Y1 potentiation or agonism, primary screen; activation, % at 3.6 µM; P25929; actives 0.37% (n = 220,000); NPY-Y1 expressing cells, potentiator/agonist activation; in the data active = activation above about 33%, passing the limit was not always enough;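 also: cells stimulated with NPY at EC10 then isoproterenol at EC100; 0% = low agonist plus stimulus and 100% = saturating agonist plus stimulus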
RBBP9 inhibitor = blocks human serine hydrolase RBBP9; AID 1515; actives 0.2% (n = 220,000); O75884; inhibition, % at 7.94 µM; recombinant RBBP9, FP-Rh probe fluorescence polarization;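 active = inhibition above the campaign mean of all tested compounds plus 3 SD, cut at about 14% in these data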;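 also: plate controls were DMSO wells with RBBP9 for no effect and wells lacking RBBP9 protein for full effect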
Target sequence (O75884 whole entry, looked up): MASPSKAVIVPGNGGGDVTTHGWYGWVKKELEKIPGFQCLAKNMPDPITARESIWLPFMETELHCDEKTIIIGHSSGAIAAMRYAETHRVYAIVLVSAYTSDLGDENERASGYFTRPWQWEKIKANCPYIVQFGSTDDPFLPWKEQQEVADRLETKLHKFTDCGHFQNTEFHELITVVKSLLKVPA
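Measured by – fluorescence polarization · Test system – RBBP9 protein · Input – 2.5 µM RBBP9 dispensing solution, before mixing · Measure – percent inhibition from mP, scaled between DMSO and no-protein wells · Benchmarks – DMSO-treated enzyme wells and wells lacking RBBP9 · Times – preincubation 30 min plus labeling 45 min at 25 °C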
Numbers without * were called inactive; / = no result given. Not all compounds are listed; the hit share may differ from the screen's.

SMILES	Runt-CBFb FRET	NPY-Y2 PAM-ag	NPY-Y1 antag	Ba/F3 V617F tox	BaF3 parental	S1P4 ag	S1P4 antag	NPY1 pot ag	RBBP9 inhibitor
O=P(Nc1cccc(F)c1)(Oc1ccccc1F)Oc1ccccc1F	-4	19	/	-3	3	0.0	0	34	-15
CCOc1cccc(C2NCc3ccccc3-n3cccc32)c1O (stereo unspecified)	-1	-2	2	-3	-1	0.8	13	3	9
Cc1cccc(N2C(=O)/C(=C/N3CCN(C(=O)c4ccco4)CC3)C(=O)NC2=S)c1	-1	-9	6	-1	3	-3.2	10	-10	2
CCCCCCn1c(=O)c(C(=O)Nc2nc(CC(=O)OCC)cs2)c(O)c2ccccc21	6	9	/	-3	6	-0.2	-7	9	5
S=P(Nn1cnnc1)(c1ccccc1)c1ccccc1	0	-1	-4	1	7	-0.5	14	-7	-1
CCOc1ccc(N2C(=O)/C(=C\c3cccs3)C(=O)NC2=S)cc1	23	-23	-1	63*	12	-0.9	-15	-7	-7
CC(=O)C1C2c3ccccc3O[C@@]1(C)N=c1s/c(=C/c3ccoc3)c(=O)n12 (stereo partly specified)	16	-6	1	-1	4	-0.4	2	-6	-5
CN1C(=O)N(C)C(=O)C(CCc2ccncc2)(CCc2ccncc2)C1=O	0	2	-2	-3	0	0.3	-22	5	-5
CCCCCCn1c(O)c(/C=N/N2CCCCCC2)c(=O)[nH]c1=O	-2	3	/	1	2	1.4	-17	5	-2
Cc1ccc(C2N(c3cc(C)on3)C(=O)C3CCCN32)cc1 (stereo unspecified)	0	-14	-1	5	9	1.4	9	-2	4
CC(C)COP(=O)(OCC(C)C)C(O)c1cccnc1 (stereo unspecified)	-2	-3	-5	-2	1	5.6	-21	-20	5
CC(=O)Nc1cc(C(=O)N2CCC3(CC2)OCCO3)ccc1S(=O)(=O)c1ccc(Cl)cc1	0	-6	-4	1	2	2.7	-16	4	-7
O=C1N=c2ccccc2=C/C1=C\c1c(O)[nH]c(=S)[nH]c1=O	26	7	-4	-6	-4	3.8	-1	2	-5
Cc1ccc2c(c1)C(c1ccccc1)NCC(=O)N2 (stereo unspecified)	-1	6	-2	5	4	0.0	5	-15	-10
Cc1cccc(OCCn2cccc2/C=C2/C(=O)NC(=O)N(Cc3ccco3)C2=O)c1	28	6	/	-3	0	-1.1	8	-5	-7
O=c1[nH]c(=O)n(Cc2ccccc2)c(O)c1C=NCCCO	1	-1	-5	1	3	-2.0	-7	-14	-3
Cc1cccc(CNCCc2ccccc2)n1	0	1	2	0	5	0.6	-20	-22	-7
O=C(NCCN1CCOCC1)c1ccc(Cl)nc1Cl	0	-13	-2	5	12	2.8	-23	12	2
O=c1c2ccccc2nc(-c2ccccc2)n1-c1cccc(O)c1	0	0	-3	1	7	2.9	-13	-4	-2
C=CCn1c(O)c(/C(C)=N/N2CCN(C)CC2)c(=O)[nH]c1=O	1	1	/	-4	-4	3.6	-16	25	4
CCCCn1c(O)c(C(=O)/C=C/c2c[nH]c3ccccc23)c(=O)[nH]c1=O	-2	-21	/	0	2	0.4	6	9	1
CC(C)Oc1ccc(C2(C#N)CC[N+](C)(C)CC2)cc1	0	-9	2	-4	5	-1.4	-2	0	-4
Cc1ccc2c(c1)C1CN(C)CCC1N2C(=O)c1cn(-c2ccccc2)nc1-c1ccccc1 (stereo unspecified)	0	-18	70*	6	12	-0.8	-8	-36	-8
COc1cc(OC)cc(-n2nc(C(=O)N3CCC4(CC3)OCCO4)c3ccccc3c2=O)c1	0	-4	4	0	3	0.8	-20	-11	-1
O=[N+]([O-])c1ccc(NCCO)c2ncccc12	-3	2	0	0	6	-0.1	-8	7	-8

The final 2 entries of the section before open the next one:
SMILES	Runt-CBFb FRET	NPY-Y2 PAM-ag	NPY-Y1 antag	Ba/F3 V617F tox	BaF3 parental	S1P4 ag	S1P4 antag	NPY1 pot ag	RBBP9 inhibitor
COc1cc(OC)cc(-n2nc(C(=O)N3CCC4(CC3)OCCO4)c3ccccc3c2=O)c1	0	-4	4	0	3	0.8	-20	-11	-1
O=[N+]([O-])c1ccc(NCCO)c2ncccc12	-3	2	0	0	6	-0.1	-8	7	-8
CN(C)C(=O)Oc1ccc(OCc2n(C)c3ccccc3[n+]2C)cc1	-4	14	3	1	1	-0.3	-14	6	0
O=C(NC1CC1)C1CSC(c2cccnc2)=N1 (stereo unspecified)	0	15	-5	4	9	0.3	-7	0	0
Cc1cccc(-n2c(O)c(/C=N/N3CCOCC3)c(=O)[nH]c2=S)c1	8	-1	2	-1	5	-1.5	-15	-10	-4
COC(=O)C1C(OC(=O)c2ccccc2)CC2CCC1N2C (stereo unspecified)	-2	-12	1	0	-6	1.5	1	-24	1
O=C(CN1CCCCC1)c1ccc(F)cc1	2	11	/	-4	-2	0.8	19	15	-15
Cc1ccccc1N1C(=O)CC(=O)NC1=O	1	13	5	1	3	-1.1	-6	18	2
CCn1cc(C(=O)N2CCCCC2)c2ccccc21	0	2	-1	0	1	1.1	1	-4	-4
Cn1c(C(=O)O)c(CC(=O)N2CCN(Cc3ccccc3)CC2)c2ccccc21	-2	8	8	-3	1	-0.6	0	7	2
O=C(Nc1cccnc1)c1c(O)c2c(n(Cc3ccccc3)c1=O)CCCC2	-9	12	4	-2	0	1.4	10	5	-4
CCC(=O)OC1(c2ccccc2)CCN(C)CC1C (stereo unspecified)	0	-1	-6	0	4	0.2	-37	3	-6
O=C1NC(=O)N(c2ccc3c(c2)OCO3)C(=O)/C1=C\c1ccc(N2CCCCC2)o1	-44	-6	1	-2	3	1.7	3	5	0
COc1ccc(C2CC(c3c(O)n(CCc4ccccc4)c(=O)[nH]c3=O)=NN2)cc1OC (stereo unspecified)	1	1	/	1	-3	-0.2	-12	14	-2
CN(C)C(=O)Oc1cccc(NC(=O)c2ccccc2C(F)(F)F)c1	0	3	/	0	4	0.4	-6	-4	-10
COc1ccc(C(c2c(O)c3ccccc3oc2=O)c2c(C)n(C)n(-c3ccccc3)c2=O)cc1 (stereo unspecified)	0	-3	1	1	2	-0.7	-4	-3	-6
COC(=O)c1ccc(CN2CCN(Cc3ccccc3)CC2)cc1	-1	4	3	-1	4	2.1	-8	-7	4
CC(C)c1cccc(C(C)C)c1OCCn1ccnc1	-2	7	3	1	3	0.9	-11	-18	-2
O=C(c1ccc2c(c1)OCO2)C1CCCN(Cc2ccccn2)C1 (stereo unspecified)	2	5	-3	-1	3	-0.2	-9	-1	-5
CC(=NCC1CCCO1)c1c(O)n(-c2ccc(Cl)cc2)c(=O)[nH]c1=O (stereo unspecified)	2	2	-4	0	1	0.6	-8	0	0
Cc1ccc2nc(-c3ccncc3)cc(C(=O)N3CCC4(CC3)OCCO4)c2c1	1	-1	6	-5	1	1.1	3	-8	-1
CCN(CC)c1ccc(CNCCc2ccc(F)cc2)cc1	0	-14	11	0	12	-0.5	7	24	-9
Cn1ccnc1P(=S)(c1nccn1C)c1nccn1C	0	-4	3	-2	1	-0.3	0	10	2
Cc1ccc(/C=C2/C(=O)NC(=O)N(Cc3ccc(F)cc3)C2=O)o1	14	-20	/	-5	2	-1.2	1	-14	8
Cc1ccc(-n2nc(C)c3c2NC(=O)CSC3c2ccc3c(c2)OCO3)cc1 (stereo unspecified)	0	12	-2	-4	-1	0.2	-3	17	12
O=c1[nH]c(=S)[nH]c(O)c1CN1CCCCC1	0	16	4	-4	1	1.9	1	35	-9
CN(C)C(=O)Oc1c(Cl)cc(Cl)c2cccnc12	2	8	-4	-2	0	1.3	-1	22	2
Further structures.
SMILES	Runt-CBFb FRET	NPY-Y2 PAM-ag	NPY-Y1 antag	Ba/F3 V617F tox	BaF3 parental	S1P4 ag	S1P4 antag	NPY1 pot ag	RBBP9 inhibitor
CC(C)C12CN3CC(C(C)C)(CN(C1)C3c1cccnc1)C2=O (stereo unspecified)	-2	4	1	2	0	0.3	-10	3	-5
Cc1ccc(/C=C2\C(=O)NC(=S)N(c3ccccc3F)C2=O)s1	6	-9	16	2	6	0.5	5	-3	-10
CCOc1ccccc1NC(=O)N1CCC2(CC1)OCCO2	1	-15	-5	-3	2	1.1	-9	-1	1
COC1=CC(=O)OC(/C=C/c2ccccc2)C1 (stereo unspecified)	-1	10	2	-1	5	1.5	-10	26	-3
COc1ccc(OC)c(N=Cc2c(O)n(Cc3ccccc3)c(=S)[nH]c2=O)c1	-129	-26	/	-5	3	-0.2	7	-3	12
CCCCCP(=O)(O)c1ccccc1	-2	0	-1	1	6	-0.6	-3	-21	-2
COc1ccc(OC)c(NC2=NCCS2)c1	2	0	4	1	2	-1.0	13	-11	7
O=C(O)CCn1cc(C=C2C(=O)NC(=O)NC2=O)c(-c2cc3ccccc3oc2=O)n1	7	2	0	1	0	-0.7	-3	-3	-9
O=C1/C(=C\c2cc3c(cc2Br)OCO3)N2CCC1CC2	-4	-18	0	-3	6	-0.5	-1	-13	8
CN(C)c1ccc(CN2CC=C(c3ccc(F)cc3)CC2)cc1	-2	-38	5	-2	3	0.1	5	-30	-3
CCC1(c2ccccc2)C(=O)N(C)C(=O)N(C)C1=O	1	-10	1	0	3	1.6	8	4	-5
CC(=O)c1cn(Cc2ccc(C#N)cc2)c2ccccc12	/	-11	1	-2	4	0.5	-17	4	-15
CCOP(=O)(OCC)C(NC(=O)c1cccc([N+](=O)[O-])c1)C(Cl)(Cl)Cl (stereo unspecified)	-1	21	/	-3	-2	1.1	0	8	-6
CCCCn1c(O)c(C(C)=NCc2ccco2)c(=O)[nH]c1=O	7	5	/	3	1	1.6	0	-7	-11
O=C1NCCN2CCCC12 (stereo unspecified)	-1	-2	-2	3	3	0.9	-13	-14	-4
O=C(c1ccc(Cl)cc1)C1CCCN(Cc2cccc3cccnc23)C1 (stereo unspecified)	3	-11	6	-4	-3	-0.4	-5	-13	-9
C[C@H]1CCCC(=O)CCC/C=C/c2cc(O)cc(O)c2C(=O)O1	0	-6	-4	-1	6	1.8	-4	-6	-4
CCC(=O)N1c2ccc(S(=O)(=O)CCC(=O)N3CCC4(CC3)OCCO4)cc2CC1C (stereo unspecified)	0	-15	1	-1	4	1.7	-15	20	-2
CC(C)N(Cc1ccco1)/N=C/c1c(O)n(Cc2ccccc2)c(=O)[nH]c1=O	1	-3	/	-2	-5	0.3	-27	6	19*
CCN(CC)c1ccc(CC2C(=O)N(C)C(=O)N(C)C2=O)cc1	0	1	0	0	5	-0.5	-12	10	-1

Reprinted at random: 2 records from the list
SMILES	Runt-CBFb FRET	NPY-Y2 PAM-ag	NPY-Y1 antag	Ba/F3 V617F tox	BaF3 parental	S1P4 ag	S1P4 antag	NPY1 pot ag	RBBP9 inhibitor
CC(C)C12CN3CC(C(C)C)(CN(C1)C3c1cccnc1)C2=O (stereo unspecified)	-2	4	1	2	0	0.3	-10	3	-5
CCCCCP(=O)(O)c1ccccc1	-2	0	-1	1	6	-0.6	-3	-21	-2
